FEN1 inh – qHTS Assay for the Inhibitors of Human Flap endonuclease 1 (FEN1) | P39748 | Recombinant FEN1 flap cleavage, fluorescence, 15 min | Potency, µM (series often up to 114 µM), for inactives: at the top dose activity change, negative = inhibition, actives largely listed as inhibitors | 390,000 compounds, 0.35% hits; further: nearly all actives have a fitted effect of over 65% in size
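Steps: FEN1 (10 nM) dispensed; compound added by pin tool; 15 min at room temperature; substrate added to 50 nM final; reads at 0 min and 15 min; data normalized and fitted (four-parameter Hill).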
TDP1 cell CPT – qHTS for Inhibitors of human tyrosyl-DNA phosphodiesterase 1 (TDP1): qHTS in cells in presence of CPT; chicken DT40 Tdp1-/-;hTDP1 cells + 20 nM CPT, ATP luminescence, 48 h; Potency, µM (highest dose often 46.2 µM), without a hit: at the highest dose activity change, negative = growth inhibition, hits mostly inhibitors; 420,000 compounds, 12% hits; further: nearly all actives have a fitted effect of over 55% in size
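Chicken DT40 Tdp1-/- cells complemented with human TDP1, 400 cells/well, exposed to compounds plus 20 nM camptothecin for at least 48 h at 37 C; viability read as ATP content by CellTiter-Glo luminescence.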
KAT2A inh – qHTS Assay for Inhibitors of GCN5L2; Potency, µM (doses to about 58.9 µM), without a hit: at the highest dose activity change, negative = inhibition, hits mostly inhibitors; GCN5L2 HAT assay, ThioGlo1 CoA-SH fluorescence; Histone acetyltransferase KAT2A (Homo sapiens), Q92830; AID 504327, 2011; 390,000 compounds, 0.21% hits
Target sequence (Q92830 whole entry, looked up): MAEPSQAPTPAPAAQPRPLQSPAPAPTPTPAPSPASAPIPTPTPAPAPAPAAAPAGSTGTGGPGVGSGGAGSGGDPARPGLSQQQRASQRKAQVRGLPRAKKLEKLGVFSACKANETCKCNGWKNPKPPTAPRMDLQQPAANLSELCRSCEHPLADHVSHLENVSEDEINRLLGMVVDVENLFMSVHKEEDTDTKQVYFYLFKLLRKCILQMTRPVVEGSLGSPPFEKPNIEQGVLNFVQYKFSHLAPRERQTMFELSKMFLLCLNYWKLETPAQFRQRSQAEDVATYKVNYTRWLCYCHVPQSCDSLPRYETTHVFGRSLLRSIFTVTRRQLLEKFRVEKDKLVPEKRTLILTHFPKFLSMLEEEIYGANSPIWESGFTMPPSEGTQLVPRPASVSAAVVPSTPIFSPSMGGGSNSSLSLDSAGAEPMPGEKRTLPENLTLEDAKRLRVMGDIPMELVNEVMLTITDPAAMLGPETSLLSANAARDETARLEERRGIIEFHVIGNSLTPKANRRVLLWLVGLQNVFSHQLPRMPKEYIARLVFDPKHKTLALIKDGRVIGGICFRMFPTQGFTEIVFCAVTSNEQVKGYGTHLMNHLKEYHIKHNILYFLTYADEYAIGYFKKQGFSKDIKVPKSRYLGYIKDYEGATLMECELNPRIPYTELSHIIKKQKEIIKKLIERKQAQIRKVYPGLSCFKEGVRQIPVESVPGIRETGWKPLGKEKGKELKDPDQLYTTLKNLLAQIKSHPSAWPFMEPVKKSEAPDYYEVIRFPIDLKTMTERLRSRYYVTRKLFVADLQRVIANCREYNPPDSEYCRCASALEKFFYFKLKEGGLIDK
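GCN5L2 (20nM final) in 50mM HEPES, 0.1mM EDTA pH 7.5, 0.01% Tween-20 was preincubated 15 min at room temperature with compound, then given ThioGlo1 (50uM), H3(1-25) peptide (75uM) and acetyl-CoA (70uM); CoA-thiol fluorescence (Ex340/Em540) was read at 0 and 20 min.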
Starred values were filed as active, the others as inactive; ? = inconclusive; · = no result given; & = joins results of further samples; [ ] = another dose, or the depositor's remark. The call rests on the fitted dose curve; in most records, active means well fitted curve in the direction sought with a large enough effect; inconclusive means small, poorly fitted or top-dose-only effect, or another doubt; inactive means no such curve, though single readings can be large; an effect the other way counts as inactive or inconclusive. On the % scale 0 is the no-effect control and ±100 the full control effect; potency means the concentration at half of the fitted maximal effect. Only part of the results is shown (hit frequency here may not be typical).

SMILES | FEN1 inh | TDP1 cell CPT | KAT2A inh
Cc1cc(SCC(=O)c2cccc([N+](=O)[O-])c2)nc(=O)[nH]1 | ? | -25% | -27%
CC(C)n1c(=N)c(C(=O)NC2CCCCC2)cc2c(=O)n3ccccc3nc21 | -3% | 2% | -4%
O=C(CC(C(=O)O)c1c(F)cccc1Cl)c1ccc(Cl)cc1 (stereo unspecified) | -16% | -1% | -24%
O=C1NC[C@@H](c2ccccc2)OC(=O)[C@H](Cc2ccc(F)cc2)C/C=C\C[C@H]1CC(=O)N(CCO)Cc1ccccc1 | 10% | 21µM* | 3%
O=C(Nc1ccc(S(=O)(=O)Nc2ncccn2)cc1)c1cnc(Cl)c(Cl)c1 | 4% | -22% | 3%
CC(C)c1ccc(SCc2noc(C(=O)NCC3CCCO3)c2C(=O)O)cc1 (stereo unspecified) | -13% | -16% | ?
NC(=O)[C@H]1CC2(CC(c3cccc(NC(=O)COc4ccc(Cl)cc4)c3)=NO2)CN1C(=O)C(c1ccccc1)c1ccccc1 (stereo partly specified) | -8% | 6.5µM* | -3%
O=C(O)CCC(=O)Nc1ccc(F)cc1 | 9% | -2% | -6%
CCOc1ccc(C(=O)NCCC(=O)NCCCC(=O)O)cc1 | -1% | -14% | -4%
CCC(=O)N1c2ccc(S(=O)(=O)N3CCCCC3)cc2CC1C (stereo unspecified) | -5% | -18% | 3%
COc1ccc(CNC(=O)c2sc3nc[nH]c(=O)c3c2C)cc1 | 19% | 2% | 5%
CC1CC(C)(C)CC2(C1)NC(=O)N(CC(=O)N1CCN(Cc3ccc(C#N)cc3)CC1)C2=O (stereo unspecified) | 0% | 8.2µM* | -2%
CCOc1ccccc1N1CCN(C(=O)NCc2ccc(F)cc2)CC1 | 25% | -22% | -1%
O=C(Nc1ccccc1)OC1CCCCc2cccnc21 (stereo unspecified) | -13% | 6% | -1%
COc1ccc(N(C(=O)c2cccnc2)S(=O)(=O)c2ccc(OC)c(OC)c2)cc1 | -12% | -25% | ?
CN(C)c1nc(-c2cccnc2)nc(-c2ccccc2)c1C#N | 8% | -23% | -9%
COc1ccc(C(=O)Nc2nnc(SCc3cc(=O)c4cc(C)cc(C)c4[nH]3)s2)cc1 | 14% | -18% | -2%
Nc1nc(-c2cc(Cl)cc(Cl)c2OC(F)F)cs1 | -18% | -2% | 0%
COc1cccc(N2CCN(C(=O)c3ccc(CS(=O)Cc4ccc(Cl)cc4)o3)CC2)c1 (stereo unspecified) | 8% | ? | -6%
CCOc1ccc(C2c3[nH]c4ccccc4c3C[C@H]3C(=O)N(C4CC4)CC(=O)N23)cc1OC (stereo partly specified) | 7% | -18% | ?
Cc1cc(C(=O)CCC(=O)N2CCN(c3ccccc3F)CC2)c(C)s1 | -5% | -19% | -8%
Cc1nn(-c2ccccc2)c(C)c1/C=N/NC(=O)CSc1nnc(SCc2ccc(Cl)cc2)s1 | -11% | ? | -7%
COc1ccc2[nH]c(C)c(C(=O)CNc3nccs3)c2c1 | -5% | 7.9µM* | ·
CCC1CCCCN1C(=O)COc1ccc(S(=O)(=O)N2CCOCC2)cc1Cl (stereo unspecified) | -3% | -23% | 0%
COc1ccc(NC(=O)CC2(CC(=O)O)CCCC2)cc1 | -7% | -4% | 3%
Cc1cc(-c2cc(-c3ccc(Cl)cc3)on2)nc(NC2CCCC2)n1 | 0% | -18% | 17%
COc1ccc(-c2noc(CN(C)S(=O)(=O)c3ccc(Cl)cc3)n2)cc1OC | -18% | ? | -3%
CCOC(=O)c1sc(NS(=O)(=O)c2ccc(C)cc2)nc1C | -2% | -28% | -9%
COCC1CCCN(C(=O)c2cc(COc3cncc(Cl)c3)on2)C1 (stereo unspecified) | -4% | ? | -1%
CC(C)(C)C1=Nn2c(nnc2-c2ccccn2)SC1 | 0% | -21% | -13%
CC(C)C(NC(=O)c1c(F)cccc1F)C(=O)OCN1C(=O)c2ccccc2C1=O (stereo unspecified) | 8% | 3% | -1%
COCCNC(=O)C(C)N1c2cccc3cccc(c23)S1(=O)=O (stereo unspecified) | 1% | -21% | -3%
CC[C@]12c3[nH]c4cc(CCC(=O)N(C)C)ccc4c3CCN1C(=O)[C@@H](CC(=O)NCC13CC4CC(CC(C4)C1)C3)C[C@@H]2C(=O)N1CCN(C(=O)c2ccco2)CC1 | -23% | ? | -6%
O=C(c1ccc(=O)[nH]n1)N1CCc2ccccc2C1 | 4% | -3% | 3%
COc1ccccc1CNC(=O)C1CCC(=O)N(CCCc2ccccc2)C1 (stereo unspecified) | -2% | ? | -3%
Cc1ccc(NC2OC(C(O)CO)C(O)C2O)cc1[N+](=O)[O-] (stereo unspecified) | 5% | 3% | -11%
COC(=O)c1ccc2c(c1)sc(=NC(=O)c1ccc(S(=O)(=O)N3CCCCC3)cc1)n2C | -3% | 0% | 2%
Cc1ccnc(NS(=O)(=O)c2ccc(NC(=O)Cc3ccc(Br)cc3)cc2)n1 | -14% | 1% | -3%
CN(C)c1ccc(/C=N/n2ncc3ccccc32)cc1 | -15% | -10% | 2%
CCNC(=O)COn1c(SCC(=O)NCC)nc2ccccc2c1=O | -14% | -9% | 0%
CSc1n[nH]c(-c2ccc(C(F)(F)F)cc2)n1 | -4% | -14% | -1%
Cc1noc(C)c1S(=O)(=O)N(C)C[C@H]1Oc2ccc(NS(=O)(=O)c3cn(C)cn3)cc2C(=O)N([C@H](C)CO)C[C@@H]1C | 14% | -17% | 1%
CN(CC1CCCO1)S(=O)(=O)c1ccc(C(=O)Nc2nnc(-c3ccccc3)o2)cc1 (stereo unspecified) | 9% | 18µM* | 0%
COc1ccccc1NC(=O)c1ccc(NS(C)(=O)=O)cc1 | -7% | -7% | -1%
CCC(C)[C@H](NC(=O)NCCCN1CCOCC1)C(=O)OC (stereo partly specified) | -4% | -4% | -4%
O=C(NCc1ccccc1)c1ccc(Cn2cc(C(F)(F)F)ccc2=O)cc1 | -2% | 11% | -6%
CCCN1CCCc2cc(CN(CCCN3CCOCC3)C(=O)Nc3ccc(OCC)cc3)ccc21 | -12%&-22% | 26µM* | -11%&-3%
Nc1nnc(SCc2ccc3c(c2)OCO3)s1 | -3% | -12% | ·

A draw from above in order of count of non-hydrogen atoms, largest number first.
SMILES | FEN1 inh | TDP1 cell CPT | KAT2A inh
CC1CC(C)(C)CC2(C1)NC(=O)N(CC(=O)N1CCN(Cc3ccc(C#N)cc3)CC1)C2=O (stereo unspecified) | 0% | 8.2µM* | -2%
COc1ccc(C(=O)Nc2nnc(SCc3cc(=O)c4cc(C)cc(C)c4[nH]3)s2)cc1 | 14% | -18% | -2%
CC(C)C(NC(=O)c1c(F)cccc1F)C(=O)OCN1C(=O)c2ccccc2C1=O (stereo unspecified) | 8% | 3% | -1%
CC(C)c1ccc(SCc2noc(C(=O)NCC3CCCO3)c2C(=O)O)cc1 (stereo unspecified) | -13% | -16% | ?
O=C(Nc1ccc(S(=O)(=O)Nc2ncccn2)cc1)c1cnc(Cl)c(Cl)c1 | 4% | -22% | 3%
Cc1cc(C(=O)CCC(=O)N2CCN(c3ccccc3F)CC2)c(C)s1 | -5% | -19% | -8%
COc1ccc(CNC(=O)c2sc3nc[nH]c(=O)c3c2C)cc1 | 19% | 2% | 5%
CCC(C)[C@H](NC(=O)NCCCN1CCOCC1)C(=O)OC (stereo partly specified) | -4% | -4% | -4%
COc1ccc2[nH]c(C)c(C(=O)CNc3nccs3)c2c1 | -5% | 7.9µM* | ·
Nc1nc(-c2cc(Cl)cc(Cl)c2OC(F)F)cs1 | -18% | -2% | 0%
CSc1n[nH]c(-c2ccc(C(F)(F)F)cc2)n1 | -4% | -14% | -1%
O=C(O)CCC(=O)Nc1ccc(F)cc1 | 9% | -2% | -6%

Next structures.
SMILES | FEN1 inh | TDP1 cell CPT | KAT2A inh
COc1ccccc1N(CN1CCCC1=O)C(=O)c1c(F)cccc1Cl | 0% | 21µM* | 1%
Cc1cc(C(=O)COC(=O)c2ccncc2)c(C)n1CCc1ccc(F)cc1 | -5% | 9% | -4%
N#CC1=C(N)C(C#N)(C#N)C(c2ccncc2)C2CN(C(=O)OCc3ccccc3)CC=C12 (stereo unspecified) | -4% | 21µM* | 11%
Cc1cc(C)n(-c2ccc(C(=O)C(C#N)c3nc4ccccc4n3C)cc2)n1 (stereo unspecified) | 9% | ? | -2%
CCOc1ccc(NC2=NCC(=O)N2CCc2ccccc2)cc1 | -16% | -9% | -3%
CCOC(=O)C1=C(c2ccccc2)Nc2ncnn2C1c1cccc(OC)c1OC (stereo unspecified) | 9% | -6% | -1%
CCN(CC)S(=O)(=O)c1ccc(/C=C/C(=O)OCC(=O)N(C(C)C)C(C)C)cc1 | -10% | 9% | -13%
CN1CCC(=NNC(=O)CN(c2cccc(Cl)c2)S(C)(=O)=O)CC1 | -2% | -1% | -13%
CC(OC(=O)Cc1n[nH]c(=O)c2ccccc12)C(=O)Nc1ccccc1[N+](=O)[O-] (stereo unspecified) | -16% | ? | 2%
COCCn1c(SCC(=O)NNC(=O)c2cc(Cl)ccc2OC)nnc1-c1ccncc1 | -16% | -13% | -2%
Cc1cc(C)nc(SCc2n[nH]c(=S)n2C)n1 | -1% | -2% | -9%
COc1cc2oc(=O)c3c(c2cc1OCC(=O)c1c(C)n(C)c2ccccc12)CCCC3 | -1% | -24% | 4%
CCOCCCNC(=O)C1(O)c2cc(Br)ccc2NC(=O)N1c1cccc(OC)c1 (stereo unspecified) | 9% | 4% | -4%
COc1ccc(CN2CCCC(CO)(Cc3ccc(F)cc3F)C2)cc1 (stereo unspecified) | 17% | ? | -5%
COc1cccc(C2CC(c3cccc(NS(C)(=O)=O)c3)=NN2C(=O)c2ccccc2)c1OC (stereo unspecified) | 3% | 23µM* | -11%
CC(C)O/N=C1\C(=O)N(c2ccccc2)c2ccccc21 | -15% | -2% | -9%
CCSc1nnc2ccc(-c3cccs3)nn12 | -10% | -7% | -12%
Cn1c(CO)nc2cc(N)ccc21 | -3% | ? | -12%
Cc1nnc(SCC(=O)Nc2ccc(S(N)(=O)=O)cc2)n(N)c1=O | -22% | 10% | -4%
CCC(C)[C@H](NC(=O)Nc1ccccc1F)C(=O)OC (stereo partly specified) | 1% | 7% | 1%
COc1cc2c(cc1OC)-c1nc3ccccc3c(=O)n1C(C)(C)C2 | -12% | ? | -6%[0.501 µM]
CCCCNC(=O)C1C2C=CC3(CN(Cc4ccccc4Cl)C(=O)C13)O2 (stereo unspecified) | -7% | 9% | -6%
CCCC(=NC(C)CC)C1=C(O)CC(c2ccccc2)CC1=O (stereo unspecified) | -6% | ? | -7%
Cc1c(C)c(C)c(CO/N=C/c2cccs2)c(C)c1C | 5% | ? | -2%
FC(F)Oc1ccc(NC(=S)NN2CCOCC2)cc1 | -4% | -4% | 0%
Cc1cccc([C@@H](NC(=O)OC(C)(C)C)C(=O)OC(C)(C)C)c1 | 4% | -25% | -2%
COc1cc2nc(N3CCCN(C)CC3)nc(N(C)C)c2cc1OC | ? | ? | ·
Cc1ccc(OCC(=O)Nc2ccccc2N2CCCC2)c(C)c1 | 0% | ? | -13%
Cc1nnc(SCc2cc(=O)[nH]c(N3CCN(C)CC3)n2)s1 | 0% | 9% | 2%
Cc1cc(C)cc(Oc2coc3cc(O)ccc3c2=O)c1 | 25% | -6% | -11%
Cc1ccc(-c2cnc3cc(C)nn3c2)cc1 | 10% | -4% | -8%
COc1ccc(CCN(C)C2CCCN(S(=O)(=O)c3ccc(C)cc3)C2)cc1OC (stereo unspecified) | 0% | ? | 4%
CCOc1ccc(S(=O)(=O)Nc2ccc3oc4c(c3c2)CC(C)CC4)cc1 (stereo unspecified) | -7% | ? | -7%
Oc1ccc(C[C@@H]2CNC(=S)N2CCc2cc(C(F)(F)F)cc(C(F)(F)F)c2)cc1 | -11% | ? | -18%
Cc1c(-n2c(CN3C(=O)c4ccccc4C3=O)nc3ccccc3c2=O)c(=O)n(-c2ccccc2)n1C | 3% | -3% | ·
CCn1c(=NC(=O)CN2C(=O)CCC2=O)sc2c(C)cc(C)cc21 | -4% | ? | -1%
COc1cc2c(cc1NC(=O)CN1CCN(S(=O)(=O)c3ccc(C)cc3)CC1)oc1ccccc12 | 3% | -4% | ·
Cc1ccc(-c2csc(N3CCC[C@@H]3C(=O)NCCn3c(C(F)(F)F)nc4ccccc43)n2)cc1 | 11% | ? | -14%
COc1ccc(C2CCN(Cc3cccnc3)CC2O)cc1 (stereo unspecified) | -3% | -11% | -6%
Cc1csc(NC(=O)c2cc(C)oc2C)n1 | 6% | -8% | -1%
Cc1ccc(Cc2nc(-c3cccc(C)c3)no2)cc1 | -3% | -5% | -6%

High-throughput results from PubChem BioAssay.
